Screens (PubChem BioAssay)
Tb PYK inh: blocks Trypanosoma brucei pyruvate kinase; Potency, µM (doses to about 76.8 µM), inactives show at the highest dose activity, negative = inhibition, usual class: inhibitors; TbPYK enzyme, Kinase-Glo Plus ATP luminescence, 45 min; AID 624173; hit rate 0.12% among 410,000; active = well fitted inhibition curve with a large enough effect; also: nearly all actives have a fitted effect of over 50% in size
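TbPYK + substrate in 50 mM TEA pH 7.2, 100 mM KCl, 10 mM MgCl2, 0.05% BSA, 0.01% Tween-20; cpd pinned; ADP 130 uM final; 45 min RT; Kinase-Glo Plus 10 min; luminescence endpoint.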
Active calls of the source: *; [ ] = another dose, or the depositor's remark. % is scaled to controls: 0 for no effect and ±100 for the full control effect; potency is read from the fitted curve at half-maximal effect. An excerpt (hit frequency here may not be typical).

`COC(=O)c1cc(C)nc(Nc2nc(C(N)Cc3ccc(F)cc3)cs2)n1` (stereo not drawn) gave Tb PYK inh -5%.
Screening CC1CCc2c(ccc3ccccc23)C1=O (stereo not drawn) returned Tb PYK inh -4%.
For CC1=C(C(=O)N(C(C)C)C(C)C)CC(CC(=O)NC(c2ccccc2)c2ccccc2)C(=O)N1Cc1ccc(C(C)(C)C)cc1 (stereo not drawn) the results were Tb PYK inh 3%.
`CN(c1ccc(-c2csc(NC(=O)CCCc3nc4ccccc4c(=O)[nH]3)n2)cc1)S(C)(=O)=O` gave Tb PYK inh 5%.
For CCCNC(=O)c1cc2c(c(-c3cccc(-c4ccc(C#N)cc4)c3)n1)[C@@H](CCO)N(C(=O)CC)C2 the results were Tb PYK inh 7%.
C#Cc1ccc([C@@H]2C=C(C(=O)O)O[C@H](OCC)[C@H]2CCCO)cc1 was read as Tb PYK inh -3%.
`Cc1ccc(CNC(=O)C(C(C)C)N2Cc3ccccc3C2=O)cc1` (stereo not drawn) gave Tb PYK inh 0%.
CC(=O)c1ccc(Oc2ncnc3c2oc2ccccc23)cc1 was read as Tb PYK inh 4%.
For O=c1[nH]cnc2nc(-c3ccc(N(CCCl)CCCl)cc3)[nH]c12 the results were Tb PYK inh 7%.
Screening CC(=O)N1CCCc2cc(S(=O)(=O)N3CCC(C(=O)NC4CCC(C)CC4)CC3)ccc21 (stereo not drawn) returned Tb PYK inh -2%.
Cc1oc2ncn(C)c(=O)c2c1C(=O)Nc1ccccn1 was read as Tb PYK inh 0%.
Cc1ccc(C)c(NC(=O)CSc2nc(=O)n(CCN3CCOCC3)c3c2CCC3)c1 was read as Tb PYK inh -1%.
For CCOC(=O)CNC(=O)N(C)[C@H]1C[C@H]2c3[nH]c4ccccc4c3CCN2C(=O)[C@H]1[C@H](C)O the results were Tb PYK inh 0%.
Screening CN(C(=O)CSc1nc2ccccc2n1CC(=O)N(C)C1CCCCC1)c1ccccc1 returned Tb PYK inh 2%.
Screening O=C(NC1CCCCC1)c1ccc2ccccc2c1O returned Tb PYK inh 2%.
For O=C(NCc1ccc(Cl)cc1)c1ccc2c(c1)N(Cc1ccccc1F)C(=O)c1ccccc1S2=O (stereo not drawn) the results were Tb PYK inh -7%.
For COc1cc(OC)c(N(C)S(=O)(=O)c2cccc(C(=O)NCc3cccs3)c2)cc1Cl the results were Tb PYK inh 0%.
CC1(C(=O)NS(=O)(=O)c2ccccc2C(F)(F)F)CCN1C(=O)CC1CCCCC1 (stereo not drawn) was read as Tb PYK inh 0%.
Screening O=C(CC1N=C2c3ccccc3N=C(SCc3cccc(Cl)c3)N2C1=O)NCc1ccc2c(c1)OCO2 (stereo not drawn) returned Tb PYK inh 4%.
Screening CCn1c(CC(=O)Nc2ccccc2F)nnc1SCC(=O)NC1=NCCS1 returned Tb PYK inh 0%.
Screening Cc1ccc2[nH]c3c(=O)n(CC(=O)N(C)Cc4ccccc4)ncc3c2c1 returned Tb PYK inh -10%.
For Cn1c(=O)c2c(nc(CN3CCN(c4ccccc4)CC3)n2CCCc2ccccc2)n(C)c1=O the results were Tb PYK inh -4%.
Cc1ccc(NC(=O)Cn2ncn3c(cc4ccccc43)c2=O)cc1C was read as Tb PYK inh -11%.
For Fc1ccc(NC(=S)N2CCN(c3ccccn3)CC2)cc1Cl the results were Tb PYK inh 0%.
Cc1cccc(-c2cc(N3CCCN(C)CC3)n3nccc3n2)c1 was read as Tb PYK inh -5%.
`COc1cccc(C(=O)N2c3ncnn3C3(CCCCC3)[C@@H]3CCCC[C@@H]32)c1` gave Tb PYK inh -2%.
For O=C1CCCCCCCCCC/C(=N\O)CCCO1 the results were Tb PYK inh -29%.
`COc1ccc(CC(=O)Nc2cc(S(=O)(=O)N3CCOCC3)ccc2N2CCOCC2)cc1OC` gave Tb PYK inh -5%.
CCOC(=O)c1c(C)oc2nc(C)nc(N(C)Cc3ccccc3)c12 was read as Tb PYK inh -4%.
Screening CC(C)C[C@H](NC(=O)[C@H](Cc1ccccc1)NC(=O)c1cnccn1)B(O)O returned Tb PYK inh 0%.
`COc1ccc(C(=O)Nc2ccc(C(=O)OCc3cc(=O)n4nc(C5CC5)sc4n3)cc2)cc1` gave Tb PYK inh -27%.
For COc1cccc(OCCSc2nc3ccccc3n2CC(=O)N2CCCCC2)c1 the results were Tb PYK inh 7%.
For CCOc1ccc(OCC)c(NC(=O)C2CCCN(S(=O)(=O)c3cc(Br)cc4c3N(C(=O)CC)CC4)C2)c1 (stereo not drawn) the results were Tb PYK inh 4%.
CSc1ccc(CCNC(=O)CCc2c(C)nc3c(-c4ccccc4)c(C)nn3c2C)cc1 was read as Tb PYK inh 1%.
O=C1c2ccccc2S(=O)(=O)c2cc(C(=O)N3CCC(N4CCCC4)CC3)ccc21 was read as Tb PYK inh -3%.
O=C(CN1C(=O)COc2ccc(S(=O)(=O)N3CCOCC3)cc21)N1CCN(c2ccccc2)CC1 was read as Tb PYK inh -1%.
`Cc1cc(=O)c2c(N(C)C)cccc2[nH]1` gave Tb PYK inh -4%.
CNC(=O)c1c(NC(=O)c2ccc(S(=O)(=O)N3CCCCC3C)cc2)sc2c1CCC2 (stereo not drawn) was read as Tb PYK inh -1%.
For Cc1ccc(Cl)cc1-n1c(=O)c2sc3ccccc3c2n(CC(=O)NC2CCCCC2)c1=O the results were Tb PYK inh -4%.
For CCc1ccc(CNC(=O)C2CCCN(c3nn4cc(-c5ccc(F)cc5)nc4s3)C2)cc1 (stereo not drawn) the results were Tb PYK inh -1%[15.4 µM].
For NNc1nnc(Cc2ccncc2)c2ccccc12 the results were Tb PYK inh 5%.
For O=C(O)/C(=C/c1ccc(Cl)c([N+](=O)[O-])c1)c1ccc(S(=O)(=O)N2CCCCC2)s1 the results were Tb PYK inh -15%.
COc1ccc(-c2cn3c(n2)sc2cc(C(=O)Nc4ccc(C)c(C)c4)ccc23)cc1 was read as Tb PYK inh 2%.
`Fc1ccc(N2CCN(c3ncnc4[nH]ncc34)CC2)cc1` gave Tb PYK inh 0%.
Screening Cc1ccc2c(c1)N(CC(=O)Nc1ccccc1F)C(=O)C(C)O2 (stereo not drawn) returned Tb PYK inh -5%.
For Cc1cccc(CN2[C@H](COCc3ccccc3)C=CS2(=O)=O)c1 the results were Tb PYK inh 3%.
For O=C(Nc1ccc(O)c(-c2nc3ccccc3o2)c1)c1sc2ccccc2c1Cl the results were Tb PYK inh 4%.
`CCc1nnc(NC(=O)C(NS(=O)(=O)c2ccccc2)C(C)C)s1` (stereo not drawn) gave Tb PYK inh 4%.
`CCCCCCn1c(=O)n2n(c1=O)C[C@]1(OC(=O)NCc3ccco3)CN(S(=O)(=O)c3ccc(C)cc3)C[C@]1(O)C2` gave Tb PYK inh 3%.
Screening O=c1[nH][nH]c2c1C(c1cccc(C(F)(F)F)c1)OC(CCc1ccccc1)C2 (stereo not drawn) returned Tb PYK inh 0%.
For CCCCCCN1CCN(C2CN(Cc3cn(Cc4cccc(Cl)c4)nn3)S(=O)(=O)C2)CC1 (stereo not drawn) the results were Tb PYK inh -2%.
For CCC[C@H]1CN(c2ccc(OC)cc2)C(=O)[C@@H]1CC(=O)NC the results were Tb PYK inh 2%.
Screening COc1ccccc1N1CCN(C(=O)CN2C(=O)COc3ccc(S(=O)(=O)N4CCCCCC4)cc32)CC1 returned Tb PYK inh 2%.
`COc1ccccc1Cc1nc2ccccc2nc1SCC(=O)Nc1c(C)cccc1C` gave Tb PYK inh 0%.
Cc1noc(C)c1C(=O)N1CCC2(CCCN(Cc3nccs3)C2)CC1 was read as Tb PYK inh 3%.
CCCc1nn2c(=O)cc(COC(=O)c3ccc(NC(=O)C4CCCCC4)cc3)nc2s1 was read as Tb PYK inh -3%.
For CC1(C)N=C(N)N=C(N)N1c1ccc(Cl)cc1 the results were Tb PYK inh 1%.
Screening CCc1nn(CC(=O)N2CCN(c3cccc(C)c3C)CC2)c(=O)c2cc3occc3n12 returned Tb PYK inh 2%.
`Cc1ccc(-c2nc3c(Cl)cc(C(F)(F)F)cn3c2Cc2ccsc2)cc1` gave Tb PYK inh 1%.
CCOC(=O)CNC(=O)N1Cc2cc(-c3cccc(F)c3)ccc2-n2nncc2C1 was read as Tb PYK inh -7%.
Screening Nc1cc(Cl)ccc1CN1C(=O)c2ccccc2C1=O returned Tb PYK inh -1%.
`O=C(NCc1cccc(Cl)c1)C1Cc2c(-c3ccc(Cl)cc3)ccnc2O1` (stereo not drawn) gave Tb PYK inh 0%.
`CCCN(CCC)C(=O)CSc1nc2sc3c(c2c(=O)n1-c1ccccc1)CCN(C(C)=O)C3` gave Tb PYK inh 6%.
For Cc1cc(C)cc(-n2c(SCC(=O)NC3CCCCC3)nc3c([nH]c4ccccc43)c2=O)c1 the results were Tb PYK inh 8%.
For COc1cc(C2C(C(=O)Nc3ccccc3)=C(C)Nc3nc(SCc4ccccc4F)nn32)cc(OC)c1OC (stereo not drawn) the results were Tb PYK inh 3%.
Screening Cc1cccc[n+]1CC(=O)c1ccc([N+](=O)[O-])cc1 returned Tb PYK inh -3%.
CCCOc1ccc(C(=O)Nc2ccc(NC(=O)c3ccc(Br)cc3)cc2)cc1 was read as Tb PYK inh 2%.
CC1CCN(C(=O)c2ncn3c2c(=O)[nH]c2cccnc23)CC1 was read as Tb PYK inh 2%.
Screening COc1ccc(C)cc1NC(=O)c1c(C(=O)Nc2cccc(C)c2C)sc2nc(C)cc(=O)n12 returned Tb PYK inh 3%.
`C=Cc1ccc(CSc2nc(-c3ccc(C)cc3)nc3c2Cc2c(CO)cnc(C)c2O3)cc1` gave Tb PYK inh 0%.
Screening COc1ccc(/C=C\c2onc(C)c2S(=O)(=O)N2CCC(C(=O)Nc3ccccc3OC)CC2)cc1 returned Tb PYK inh 7%.
Screening CCCCNC(=O)c1nc(C2CCN(S(=O)(=O)c3c(F)cccc3F)CC2)oc1-c1cccc(C(F)(F)F)c1 returned Tb PYK inh 0%.
Screening CC1CCN(S(=O)(=O)c2cc(C(=O)NCc3ccc(N(C)C)cc3)n(C)c2)CC1 returned Tb PYK inh -7%.
Screening COc1cc(CNc2ncnc3c2ncn3[C@H]2CN(Cc3ccc(-c4ccccc4)cc3)C[C@@H](CO)O2)cc(OC)c1OC returned Tb PYK inh -10%.
`Cc1cc(C)cc(C(=O)Nc2cccc(-c3nc4ncccc4o3)c2C)c1` gave Tb PYK inh 1%.
COCC(=O)N1CCCC(C)(C(=O)Nc2cccc(Oc3ccccc3)c2)C1 (stereo not drawn) was read as Tb PYK inh -5%.
Screening CC(C)C[C@H]1CN([C@@H](CC(C)C)CN2CCC[C@@H]2CN2C(=O)C(=O)NC[C@@H]2Cc2ccccc2)C(=O)C(=O)N1CC1CCCCC1 returned Tb PYK inh -6%.
`NC(C(=O)O)C1ON=C(Cl)C1O` (stereo not drawn) gave Tb PYK inh -9%.
For Cc1ccc(-n2c(=O)c3c(c4cc(C)ccc4n3C)n(CC(=O)c3ccc(Cl)cc3)c2=O)cc1 the results were Tb PYK inh 2%.
CCOC(=O)CC(NC(=O)CCc1c(C)nc2c(c1C)c(=O)n(C)c(=O)n2C)c1ccc(OCC)c(OC)c1 (stereo not drawn) was read as Tb PYK inh 1%.
For Cc1noc(/C=C/c2cccs2)c1S(=O)(=O)N1CCC(C(=O)NCc2ccccc2Cl)CC1 the results were Tb PYK inh 2%.
Screening OC(c1ccccc1)c1nc(-c2csc3ccccc23)cs1 (stereo not drawn) returned Tb PYK inh 4%.
For Nc1ncnc2c1ncn2[C@@H]1O[C@H](C(=O)N2CCC[C@@H]2C(=O)OCc2ccccc2)[C@@H](O)[C@H]1O the results were Tb PYK inh -3%.

Some of these compounds in order of number of heavy atoms, ascending:
`NC(C(=O)O)C1ON=C(Cl)C1O` (stereo not drawn) gave Tb PYK inh -9%.
Screening Cc1cccc[n+]1CC(=O)c1ccc([N+](=O)[O-])cc1 returned Tb PYK inh -3%.
Screening OC(c1ccccc1)c1nc(-c2csc3ccccc23)cs1 (stereo not drawn) returned Tb PYK inh 4%.
CC1CCN(C(=O)c2ncn3c2c(=O)[nH]c2cccnc23)CC1 was read as Tb PYK inh 2%.
`Cc1cc(C)cc(C(=O)Nc2cccc(-c3nc4ncccc4o3)c2C)c1` gave Tb PYK inh 1%.
COCC(=O)N1CCCC(C)(C(=O)Nc2cccc(Oc3ccccc3)c2)C1 (stereo not drawn) was read as Tb PYK inh -5%.
CCCOc1ccc(C(=O)Nc2ccc(NC(=O)c3ccc(Br)cc3)cc2)cc1 was read as Tb PYK inh 2%.
For Cc1noc(/C=C/c2cccs2)c1S(=O)(=O)N1CCC(C(=O)NCc2ccccc2Cl)CC1 the results were Tb PYK inh 2%.
`C=Cc1ccc(CSc2nc(-c3ccc(C)cc3)nc3c2Cc2c(CO)cnc(C)c2O3)cc1` gave Tb PYK inh 0%.
Screening COc1ccc(/C=C\c2onc(C)c2S(=O)(=O)N2CCC(C(=O)Nc3ccccc3OC)CC2)cc1 returned Tb PYK inh 7%.
CCOC(=O)CC(NC(=O)CCc1c(C)nc2c(c1C)c(=O)n(C)c(=O)n2C)c1ccc(OCC)c(OC)c1 (stereo not drawn) was read as Tb PYK inh 1%.
For COc1cc(C2C(C(=O)Nc3ccccc3)=C(C)Nc3nc(SCc4ccccc4F)nn32)cc(OC)c1OC (stereo not drawn) the results were Tb PYK inh 3%.
Screening COc1cc(CNc2ncnc3c2ncn3[C@H]2CN(Cc3ccc(-c4ccccc4)cc3)C[C@@H](CO)O2)cc(OC)c1OC returned Tb PYK inh -10%.
Screening CC(C)C[C@H]1CN([C@@H](CC(C)C)CN2CCC[C@@H]2CN2C(=O)C(=O)NC[C@@H]2Cc2ccccc2)C(=O)C(=O)N1CC1CCCCC1 returned Tb PYK inh -6%.
